# Assay outcomes from PubChem.
# PAX8 reporter: inhibitors of PAX8-driven TPO luciferase reporter, primary screen, RMG-I cells, single concentration | inhibition, % at 12.6 µM | SteadyGlo, 24 h | AID 652154, 2013 | actives 1.2% (n = 360,000);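 active = mean replicate inhibition at least 60% with every replicate also reaching 60%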;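 note: luciferase light reporting Pax8 driven TPO promoter activity; plate controls were median of neutral control wells for no effect and mitoxantrone controls for full effect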
# LGR2 antag: inhibitors of bursicon-induced LGR2 CRE-luciferase signal, primary screen, cell-based, HEK293, CRE-luciferase reporter, bursicon stimulation. Drosophila bursicon receptor LGR2 (rickets). bursicon-stimulated, 4 h. inhibition, % at 9.99 µM. actives 0.35% (n = 380,000). AID 720647, 2013;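 active = drop in luminescence signal, shown as inhibition above about 50% in the replicate tests, limit read from the data, passing the limit was not always enough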;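 note: agonist challenge used bursicon conditioned medium at about half maximal strength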
# PGC1a acetyl inh: inhibitors of PGC1a acetylation signal, primary screen, cell-based, U2OS, AlphaScreen, inhibitor mode; AlphaScreen anti-acetyl-lysine; with virally co-expressed GCN5 acetyltransferase; inhibition, % at 15.6 µM; actives 0.17% (n = 350,000);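 active = every replicate shows inhibition of at least 40%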;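 note: 0% = neutral control wells and 100% = positive control wells; some results beyond the cut were filed as inactive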
# Cneo AK release: Cryptococcus neoformans cell lysis inducers, primary screen, AK release luminescence, single concentration; C. neoformans lysis, adenylate kinase release luminescence, 4 h; normalised: neutral wells 0, clomiphene wells 100; lysis activity, % at 15 µM; actives 0.2% (n = 360,000);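 active = mean lysis activity across replicates of at least 80%, whatever share of replicates individually reach that level; inactive = mean lysis activity below 80%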
#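 Test system: log-phase Cryptococcus neoformans yeast cells; Quantity: yeast cell density of 5 × 10^6 cells/mL; Buffer or medium: YPD; Doses: single compound concentration per well; Timing: 4 h at 37 °C static, read 1 h later; Measured by: AK luminescence; Read-out basis: lysis from increased AK signal; Control set: Clomiphene as positive control.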
# FN deposit inh: inhibitors of fibronectin matrix deposition, primary screen, AH1F cells, Alexa488-fibronectin fluorescence, plate reader; inhibition, % at 12.6 µM; AH1F fibroblasts, overnight; actives 0.086% (n = 350,000);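 active = mean inhibition across replicates of 30% or more, regardless of how many single replicates reach that level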;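 note: positive control wells lacked labelled fibronectin entirely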
#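 test system = AH1F fibroblasts assembling fluorescent fibronectin matrix | quantity = 10000 AH1F cells per well | buffer or medium = DMEM plus 2% serum, read in PBS | doses = single dose, pinned | incubation = 1 h cell attachment, overnight exposure to compound and label | detection = fluorescence at 485 nm excitation, 525 nm emission | read-out basis = inhibition from reduced deposited-fibronectin fluorescence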
# Casp6 inh: human caspase-6 inhibitors, primary screen, biochemical, VEID-R110 fluorescence, single point, set 2 | P55212 | purified caspase-6, Z-VEID-R110 cleavage fluorescence | inhibition, % at 12.5 µM | actives 0.53% (n = 350,000);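 active = mean inhibition across replicates at least about 35%, with every replicate also reaching that limit, limit read from the data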;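 note: 0% = median of neutral control wells and 100% = no fluorescence left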
# Target sequence (P55212 24-179 limits assumed): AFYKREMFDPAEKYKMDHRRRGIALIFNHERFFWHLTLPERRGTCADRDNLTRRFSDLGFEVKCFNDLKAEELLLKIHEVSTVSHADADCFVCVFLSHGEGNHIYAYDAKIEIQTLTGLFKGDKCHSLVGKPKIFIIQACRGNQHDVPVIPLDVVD
# Target sequence (P55212 194-293 limits assumed): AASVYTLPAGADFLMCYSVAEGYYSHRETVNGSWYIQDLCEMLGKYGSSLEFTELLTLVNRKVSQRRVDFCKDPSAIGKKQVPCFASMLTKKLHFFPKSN
# miR122 inh: miR-122 Renilla sensor signal increase in Huh7, primary screen, miR-122 inhibitor project, cell-based, single point, plate reader; activation (reporter increase), % at 12.5 µM; Huh7 miR-122 Renilla luciferase sensor, 48 h; neutral wells = 0, positive control = 100; actives 0.3% (n = 340,000);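 active = mean replicate activation score at least 90 and every replicate individually at or above 90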;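 note: higher luciferase means less miR-122 activity so hits act as miR-122 inhibitors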
# EWS-Fli inh: EWS/Fli-driven NR0B1 reporter inhibitors, primary screen, A673 cells, NR0B1 luciferase, luminescence, MLPCN library | viability-normalised | inhibition, % at 12.6 µM | actives 0.67% (n = 350,000) | AID 651661, 2012;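 active = mean inhibition of at least 50% after viability correction, with every replicate also passing that limit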;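 note: firefly luciferase signal divided by Alamar Blue viability fluorescence both relative to DMSO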
# * hit, by the source's call; nt = no result given; [ ] = another dose, or the depositor's remark.
SMILES,PAX8 reporter,LGR2 antag,PGC1a acetyl inh,Cneo AK release,FN deposit inh,Casp6 inh,miR122 inh,EWS-Fli inh
CCc1ccccc1NC(=O)c1ccc(F)c(S(=O)(=O)N2CCC(C(N)=O)CC2)c1,nt,-1,-8,-1,-1,nt,1,nt
O=S(=O)(c1ccccc1)N1CCN(c2ncnc3scc(-c4ccccc4)c23)CC1,49,17,-17,1,-6,2,-4,13
CCOc1ccc(CCNC(=O)c2cccc3c2C(=O)N(CCOC)C3)cc1OCC,-5,-4,-2,1,-6,6,nt,-1
CCN1CCN(c2nc3c(C)cccn3c(=O)c2/C=C(\C#N)C(=O)NCCOC)CC1,3,-27,nt,-1,2,-8,2,-19
COC(=O)c1ccc(N/C=C/C(=O)c2ccc(OC)c(OC)c2)cc1,nt,-13,-3,-2,-8,nt,-5,nt
Cc1ccc(C(=O)C=Cc2cccc(C)c2)cc1,-94,-38,0,1,15,1,-2,-64
CCNC(=O)C[C@@H]1CC[C@@H]2[C@H](COC[C@H](O)CN2C(=O)C2CCCC2)O1,-24,-8,-1,6,-3,-2,2[16.7 µM],-2
COc1cccc(C(=O)Nc2ccc3c(c2)OC[C@@H](C)N(CC2CC2)C[C@H](C)[C@@H](OC)CN(C)C3=O)c1,nt,-4,14,2,-2,-1,-2[16.7 µM],5
Cc1noc(C)c1NC(=O)Nc1ccc2c(c1)CC(=O)N([C@H](C)CO)C[C@@H](C)[C@H](CN(C)C(=O)NC1CCCCC1)O2,-24,1,6,3,-9,nt,-4[16.7 µM],-1
O=C(CN1CCN(Cc2ccccc2Cl)CC1)N/N=C/C=C/c1ccco1,12,-7,0,2,-7,0,2,14
COc1ccccc1N(C)S(=O)(=O)c1ccc(C(=O)NCc2ccc3c(c2)OCO3)cc1,-2,40,2,nt,1,-1,nt,15
CC1C(=O)N(Cc2cn(CCC3OCCO3)nn2)CCS(=O)(=O)N1Cc1ccc(-c2ccncc2)cc1 (configuration not stated),-2,-2,-4,nt,-1,-1,2,7
COc1ccc2nc(C)cc(Nc3cccc(C(=O)O)c3)c2c1,12,12,3,-2,-1,1,-1,0
CN(C)CC(=O)N[C@@H]1CC[C@@H](CCNC(=O)C2CCCC2)O[C@@H]1CO,2,3,4,3,nt,-34,16[16.7 µM],-8
O=C1CC(N2CCN(c3ccccc3)CC2)C(=O)N1c1ccc2c(c1)OCO2 (configuration not stated),-7,7,0,nt,-1,-1,-3,-9
COc1ccc(NC(=O)N(C)C[C@@H]2Oc3ccc(NC(=O)CCCCCC(=O)Nc4ccccc4N)cc3C(=O)N([C@@H](C)CO)C[C@@H]2C)cc1,-23,11,8,nt,nt,-2,nt,24
CC(C)NC(=O)N(C)C[C@H]1Oc2ccc(NC(=O)Cc3cn(C)c4ccccc34)cc2CC(=O)N([C@@H](C)CO)C[C@H]1C,5,-7,1,3,-8,-6,-3[16.7 µM],nt
CCOC(=O)Cc1c(C)nc2c(-c3ccccc3OC)c(C)nn2c1C,nt,nt,-1,0,-7,nt,-8,nt
C[C@@H]1CN([C@@H](C)CO)C(=O)Cc2cc(NC(=O)c3ccncc3)ccc2O[C@@H]1CN(C)Cc1ccc2c(c1)OCO2,-1,15,24,5,6,-2,-5[16.7 µM],-2
O=C(COC(=O)c1cccc(NS(=O)(=O)c2ccc(F)c(F)c2)c1)NC(=O)NC1CCCCC1,-149,9,-4,0,-6,nt,4,nt
c1ccc(-c2nnc(OCCN3CCOCC3)c3ccccc23)cc1,-11,nt,7,0,2,nt,-8,nt
Cc1occc1C(=O)N1CCCC(CCC(=O)NCc2ccc(F)c(F)c2)C1 (configuration not stated),-12,7,7,0,nt,nt,-6,-10
S=C(NCc1ccco1)Nc1cccc(Cl)c1Cl,-35,-10,7,-6,2,0,13,2
COc1ccc(C(=O)CC(=O)C(=O)Nc2cccc([N+](=O)[O-])c2C)cc1,-9,-4,nt,nt,12,1,nt,-1
O=C(c1ccc2c(c1)OCO2)N1CC[C@@H]2[C@H](CO)Nc3ccc(C#Cc4ccccc4)cc3[C@@H]21,-13,2,10,-5,-2,nt,0[16.7 µM],6
COc1cc(/C=C/C(=O)OCC(=O)NCCCc2ccccc2)cc(OC)c1OC,-1,-1,-8,1,0,0,-1,-10
NC(=NCCc1c[nH]c2ccccc12)NC(=O)c1ccc(Cl)cc1,17,20,3,2,1,0,-3,14
COc1ccccc1OCCCC(=O)NCc1ccco1,-6,-2,3,nt,nt,nt,nt,-6
CO[C@@H]1CN(C)C(=O)c2ccc(NS(=O)(=O)CC(F)(F)F)cc2OC[C@@H](C)N(Cc2nccs2)C[C@@H]1C,-11,-1,3,-8,4,-1,nt,-6
Cc1ccnc(NC(=O)CNC(=O)c2ccco2)c1,3,-2,nt,-2,4,0,nt,-20
Cc1nc(C(N)=O)c(N)n1CCc1ccccc1,-44,7,-10,1,1,-5,nt,1
CCOC(=O)N1CCN(c2ccc(N3C(=O)CCCC3=O)cc2[N+](=O)[O-])CC1,-3,-4,-4,2,-1,3,7,8
O=C(NNc1cc(Cl)ccc1Cl)c1cccnc1Cl,-1,nt,nt,nt,-10,3,nt,3
O=C(Nc1ccc2c(c1)nc1n2CCOC1)C1CCCCC1,-70,nt,-11,-1,nt,nt,-1,nt
Cc1ccc(NS(=O)(=O)c2ccc(C(=O)NCC3CCCO3)cc2)cc1 (configuration not stated),22,10,nt,nt,14,1,nt,-8
O=C(CN1C(=O)CSc2ccc(S(=O)(=O)N3CCOCC3)cc21)NCCCN1CCOCC1,-5,-5,8,-1,0,2,-3,4
CCCCN(C)CCNC(=O)CN1C(=O)CSc2ccc(S(=O)(=O)N3CCCCC3)cc21,-8,3,nt,-1,6,-33,nt,9
CCOc1ccc(Oc2ccc(S(=O)(=O)N3CCOCC3)cc2NC(=O)CCNC(C)=O)cc1,4,-2,13,nt,0,0,-3,6
Cc1ccccc1C1CCCN(Cc2nc(C3CC3)no2)C1 (configuration not stated),14,14,nt,nt,14,2,nt,5
COC(=O)C1SCC2C(=O)N(Cc3ccc(F)cc3)CC(=O)N21 (configuration not stated),-8,40,2,2,9,-1,-1,-1
CCOc1ccc(CNC(=S)N/N=C/c2ccncc2)cc1,-11,-10,nt,nt,2,3,nt,-1
N#Cc1c(=O)c2nc(NCCCO)ncc2n2c(=O)c3ccccc3[nH]c12,14,-20,7,nt,10,8,nt,2
COc1ccc(NC(=O)C2C3C=CC(O3)C2C(=O)NCc2cccnc2)cc1 (configuration not stated),3,nt,3,0,-5,nt,5,nt
O=C(CN1C(=O)COc2ccccc21)Nc1ccccc1F,3,-9,-3,-1,6,-1,4,10
COC(=O)[C@]1(C)N[C@H](c2ccc(-c3ccccc3)cc2)[C@@H]2C(=O)N(C)C(=O)[C@@H]21,-13,-13,24,0,-21,-2,4,-6
Cn1ccnc1Sc1ccc(C=O)cc1[N+](=O)[O-],8,-15,nt,nt,3,1,nt,0
COc1ccccc1NS(=O)(=O)c1ccc(C)c(C(=O)NCc2cccnc2)c1,-2,-4,1,-1,-5,-2,1,-1
COc1ccc(CN(C)C[C@@H]2Oc3ccc(NC(=O)Nc4ccc(F)cc4)cc3C(=O)N([C@H](C)CO)C[C@@H]2C)cc1,-11,23,4,4,nt,-1,-8[16.7 µM],8
c1ccc(Cn2ncc3ccccc32)cc1,nt,10,3,-3,nt,4,0,6
COc1ccc(N2CC(C(=O)Nc3nnc(SCCC4OCCO4)s3)CC2=O)cc1 (configuration not stated),12,2,nt,1,-1,14,nt,5
O=C(/C=C/c1cccc(Br)c1)c1ccc2c(c1)OCO2,-64,-18,nt,-2,-9,2,-4,nt
CSc1ncnc2c1ncn2CCCNc1ccc(C)c(C)c1,0,-11,-44,nt,3,-2,-2,-4

# Of the compounds above, these have a halogen:
SMILES,PAX8 reporter,LGR2 antag,PGC1a acetyl inh,Cneo AK release,FN deposit inh,Casp6 inh,miR122 inh,EWS-Fli inh
CCc1ccccc1NC(=O)c1ccc(F)c(S(=O)(=O)N2CCC(C(N)=O)CC2)c1,nt,-1,-8,-1,-1,nt,1,nt
O=C(CN1CCN(Cc2ccccc2Cl)CC1)N/N=C/C=C/c1ccco1,12,-7,0,2,-7,0,2,14
O=C(COC(=O)c1cccc(NS(=O)(=O)c2ccc(F)c(F)c2)c1)NC(=O)NC1CCCCC1,-149,9,-4,0,-6,nt,4,nt
Cc1occc1C(=O)N1CCCC(CCC(=O)NCc2ccc(F)c(F)c2)C1 (configuration not stated),-12,7,7,0,nt,nt,-6,-10
S=C(NCc1ccco1)Nc1cccc(Cl)c1Cl,-35,-10,7,-6,2,0,13,2
NC(=NCCc1c[nH]c2ccccc12)NC(=O)c1ccc(Cl)cc1,17,20,3,2,1,0,-3,14
CO[C@@H]1CN(C)C(=O)c2ccc(NS(=O)(=O)CC(F)(F)F)cc2OC[C@@H](C)N(Cc2nccs2)C[C@@H]1C,-11,-1,3,-8,4,-1,nt,-6
O=C(NNc1cc(Cl)ccc1Cl)c1cccnc1Cl,-1,nt,nt,nt,-10,3,nt,3
COC(=O)C1SCC2C(=O)N(Cc3ccc(F)cc3)CC(=O)N21 (configuration not stated),-8,40,2,2,9,-1,-1,-1
O=C(CN1C(=O)COc2ccccc21)Nc1ccccc1F,3,-9,-3,-1,6,-1,4,10
COc1ccc(CN(C)C[C@@H]2Oc3ccc(NC(=O)Nc4ccc(F)cc4)cc3C(=O)N([C@H](C)CO)C[C@@H]2C)cc1,-11,23,4,4,nt,-1,-8[16.7 µM],8
O=C(/C=C/c1cccc(Br)c1)c1ccc2c(c1)OCO2,-64,-18,nt,-2,-9,2,-4,nt

# Compounds as they come (roughly 2.5% active in at least one column).
